M. tuberculosis: growth inhibition of non-replicating M. tuberculosis (AID 488890); inhibition, % at 25 µM; hits with a dose series show IC50 in µM; Mycobacterium tuberculosis non-replicating, growth inhibition; higher % means a stronger effect; 0.39% of 320,000 active; in the data active = a potency from the dose series; inconclusive = inhibition mostly from about 82% at the one dose, without a potency; inactive = the rest, 99 in 100 with inhibition below about 76%;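 also: plate controls were DMSO cells for no effect and high antibiotic wells for full effect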
VEEV TC-83 Vero: inhibitors of VEEV TC-83 cytopathic effect, confirmation, Vero cells (AID 588727); inhibition, % at 20 µM, or IC50 in µM where a hit was titrated; Vero cells, VEEV TC-83 cytopathic effect inhibition; higher % means a stronger effect; 0.13% of 350,000 active; in the data active = a potency from the dose series; inconclusive = inhibition mostly from about 14% at the one dose, without a potency; inactive = the rest, 99 in 100 with inhibition below about 12%; also: strong numbers were not always called active
influenza NS1A: NS1A inhibition, H1N1 influenza, cell based functional assay (AID 504329) | NS1A functional cell-based assay, percent inhibition; higher % means a stronger effect | inhibition, % at 12.5 µM; hits with a dose series show IC50 in µM | 0.3% of 340,000 active; in the data active = a potency from the dose series; inconclusive = inhibition above about 27% without an active follow-up result; also: strong numbers were not always called active
H37Rv inhibition: M. tuberculosis growth inhibition, HTS (AID 449762); M. tuberculosis H37Rv growth inhibition, 7H9 media; higher % means a stronger effect; one-dose inhibition, % at 25 µM; IC50 in µM for titrated hits; 0.59% of 330,000 active; in the data active = a potency from the dose series; inconclusive = inhibition above about 70% without an active follow-up result;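 also: bacterial growth assessed after seven days of incubation; strong numbers were not always called active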
Salmonella PhoP GFP: PhoP regulon inhibitors, Salmonella typhi PhoP promoter GFP reporter, confirmatory (AID 1850). one-dose inhibition, % at 50 µM; IC50 in µM for titrated hits. Salmonella Typhi PhoP-promoter GFP reporter, fluorescence, 4 h; higher % means a stronger effect. 0.33% of 310,000 active; in the data active = a potency from the dose series; inconclusive = inhibition mostly from about 25% at the one dose, without a potency; inactive = the rest, 99 in 100 with inhibition below about 19%;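 also: 0% = induced wells with vehicle and 100% = uninduced wells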
VEEV TC-83 Vero 10K pilot screen: also measured in VEEV TC-83 Vero; calls as there; inhibition, %; measured here: 10K pilot screen inhibition
Numbers without * were called inactive; i = inactive; ? = inconclusive; . = not tested or not shown.

SMILES | M. tuberculosis | VEEV TC-83 Vero | influenza NS1A | H37Rv inhibition | Salmonella PhoP GFP | others
Cn1nccc1C(=O)Nc1ccc(S(=O)(=O)N2CCCC2)cc1 | -0.6% | 4.8% | -0.5% | 5.0% | -7.1%
CCCCC(=O)N/N=C(\C)CC(=O)Nc1ccccc1Br | -3.4% | i | -1.3% | -2.3% | 0.2%
Cc1ccc(N=Nc2cc(C)ccc2N)cc1 | 10.4% | i | ? | 7.5% | 0.4%
COc1ccc(CCN(C)C(=O)CN2C(=O)NC3(CCCCC3C)C2=O)cc1OC (stereo not drawn) | -5.8% | 1.1% | -2.5% | -5.3% | 1.7%
CCCCN(C(=O)c1cccc(S(=O)(=O)N(C)c2ccc(C)cc2)c1)c1c(N)n(CCCC)c(=O)[nH]c1=O | 0.7% | 2.5% | -4.5% | -9.5% | 8.0%
Cc1c(Cl)ccc(S(=O)(=O)N2CCN=C2c2ccccc2)c1Cl | -0.3% | 1.9% | 5.7% | 1.8% | 1.3%
COc1cc(SC)ccc1C(=O)NC(C)C | -2.7% | 0.5% | 4.5% | -5.1% | -5.1%
CCOc1cc(C=NN2CCCCCC2)ccc1O | . | 0.6% | -8.0% | . | .
CCn1ccnc1CN1CCCC(C(=O)c2cc(Cl)ccc2OC)C1 (stereo not drawn) | 60.8% | i | 4.2% | 6.0% | -2.7%
O=C(CN1CCN(S(=O)(=O)c2ccccc2)CC1)Nc1ccnn1C1CCCC1 | -9.7% | 0.1% | -1.4% | 3.3% | .
Cn1cc(Cc2ccccc2)c(=O)c(Cc2ccccc2)c1 | . | 2.9% | 4.0% | . | .
COc1ccc(CCNC(=O)C2CCN(C(=O)N(C)C)CC2)cc1OC | 15.5% | 0.3% | 4.7% | 7.1% | -6.7%

Among those listed so far, these have a halogen.
SMILES | M. tuberculosis | VEEV TC-83 Vero | influenza NS1A | H37Rv inhibition | Salmonella PhoP GFP | others
CCCCC(=O)N/N=C(\C)CC(=O)Nc1ccccc1Br | -3.4% | i | -1.3% | -2.3% | 0.2%
Cc1c(Cl)ccc(S(=O)(=O)N2CCN=C2c2ccccc2)c1Cl | -0.3% | 1.9% | 5.7% | 1.8% | 1.3%
CCn1ccnc1CN1CCCC(C(=O)c2cc(Cl)ccc2OC)C1 (stereo not drawn) | 60.8% | i | 4.2% | 6.0% | -2.7%

Remaining list, next part
SMILES | M. tuberculosis | VEEV TC-83 Vero | influenza NS1A | H37Rv inhibition | Salmonella PhoP GFP | others
Cc1ccc(Cn2cc(C=O)c(-c3ccc(F)cc3)n2)cc1 | 36.9% | 1.2% | -11.2% | -2.6% | -5.0%
CCn1nc(C(=O)Nc2ccc(N3CCOCC3)cc2)c2ccccc2c1=O | 11.1% | 11.7% | 1.2% | 8.3% | .
CC1(C)Cc2c(cnn2-c2ccccc2)C(NC(=O)CCc2ccncc2)C1 (stereo not drawn) | 22.5% | 1.5% | -4.6% | 3.1% | -6.3%
Cc1nnc2sc(-c3csc4c3CCCC4)nn12 | 17.7% | 5.9% | 11.4% | -11.8% | 8.0%
Clc1ccc(-c2n[nH]c3c2CCCC3)cc1 | 26.6% | 1.6% | -3.9% | ? | -1.2%
CCc1noc(C)c1C(=O)Nc1nc(-c2ccccc2)cs1 | 34.6% | 8.7% | -7.9% | ? | -6.7%
COc1cc(C(=O)NCCOc2ccccc2)cc(OC)c1OC | 11.7% | 0.4% | 4.4% | -4.6% | 5.0%
Cc1cc(C)c(NC(=O)C(C)(C)C)c(Cl)c1 | -9.2% | i | -3.1% | -1.6% | -0.3%
COc1ccc(NC(=O)Cn2c(=O)oc3cc(S(=O)(=O)N4CCCC4)ccc32)c(OC)c1 | -1.0% | 1.6% | 12.1% | 7.9% | 41.1%
COc1ccccc1-c1nnc(SCc2nc3ccccc3[nH]2)n1C | . | 0.9% | 8.6% | 6.7% | -2.3%
O=C(O)c1cc2sccc2s1 | 7.2% | . | . | 3.7% | 3.3%
Cc1cccc(-n2c(C)nc3c(cnn3-c3ccc(F)cc3)c2=O)c1 | 24.1% | 1.2% | -2.5% | -2.4% | 8.8%

Reprinted at random: 2 entries already listed
SMILES | M. tuberculosis | VEEV TC-83 Vero | influenza NS1A | H37Rv inhibition | Salmonella PhoP GFP | others
Cc1cc(C)c(NC(=O)C(C)(C)C)c(Cl)c1 | -9.2% | i | -3.1% | -1.6% | -0.3%
COc1cc(C(=O)NCCOc2ccccc2)cc(OC)c1OC | 11.7% | 0.4% | 4.4% | -4.6% | 5.0%

(list continues)
SMILES | M. tuberculosis | VEEV TC-83 Vero | influenza NS1A | H37Rv inhibition | Salmonella PhoP GFP | others
COc1ccc(CN(CCO)CCO)cc1[N+](=O)[O-] | -11.5% | 1.2% | -7.7% | 5.0% | -0.7% | VEEV TC-83 Vero 10K pilot screen=0.1
C[C@@H]1CC[C@]2(C(=O)O[C@@H]3O[C@H](CO)[C@@H](O)[C@H](O)[C@H]3O)CC[C@]3(C)C(=CCC4[C@@]5(C)C[C@@H](O)[C@H](O)[C@@](C)(C(=O)O[C@@H]6[C@H](O)C[C@@]7(C)C(CC[C@]8(C)C7CC=C7[C@H]9[C@](C(=O)O[C@@H]%10O[C@H](CO)[C@@H](O)[C@H](O)[C@H]%10O)(CC[C@@H](C)[C@@]9(C)O)CC[C@]78C)[C@@]6(CO)C(=O)O)C5CC[C@]43C)[C@@H]2[C@]1(C)O (stereo partly drawn) | -7.6% | i | -27.1% | 1.8% | .
COc1ccccc1NC(=O)C1=C(C)NC2=C(C(=O)CC(c3ccc(OC)c(OC)c3)C2)C1c1coc2ccccc2c1=O (stereo not drawn) | 47.7% | 11.1% | 2.8% | ? | -6.7%
O=C(N/N=C/c1ccc(OC(=O)c2ccc(Br)cc2)cc1)c1ccncc1 | 58.6% | 0.7% | -2.3% | ? | 3.6%
Cc1c(Cl)cccc1NC(=S)N1CCN(c2ccc([N+](=O)[O-])cn2)CC1 | 7.5% | 2.0% | -2.1% | -2.9% | 4.5%
CC(=O)c1ccc(NC(=O)COC(=O)CCC(=O)c2cccs2)cc1 | 16.4% | 0.2% | -7.1% | -7.4% | -6.0%
O=C(Nc1cc(Cl)c(O)c(Cl)c1)C1CCCO1 (stereo not drawn) | -15.2% | i | -1.5% | -31.1% | -10.9%
C(=C\c1sc(Nc2ccccc2)n[n+]1-c1ccccc1)/c1ccccc1 | . | 6.7% | 11.0% | . | .
Cc1nc(C)c(C(=O)N/N=C/c2c[nH]c3ccccc23)s1 | -16.8% | 9.1% | 7.3% | -5.3% | 2.0%
COc1ccc(NC(=O)CSc2nnc(N)s2)cc1S(=O)(=O)N1CCCCC1 | 21.3% | 1.2% | -13.9% | 2.4% | .
Cc1ccc(NC(=O)CSc2ccc(Br)cc2)cc1S(=O)(=O)N1CCOCC1 | 22.4% | 2.6% | 0.4% | 13.3% | 7.2%
Fc1ccccc1NC(=S)Nc1cccnc1 | 3.7% | 0.8% | 1.5% | -5.5% | 2.0% | VEEV TC-83 Vero 10K pilot screen=0.4
Cc1ccc(S(=O)(=O)N2CCN(C(=O)COC(=O)/C=C/c3cccc([N+](=O)[O-])c3)CC2)c(C)c1 | . | 2.4% | 0.5% | . | .
COc1ccc(C(=O)N2CCN(c3ccc(F)cc3)CC2)cc1S(=O)(=O)NC1CC1 | 13.3% | 0.7% | -12.2% | -9.3% | .
COc1ccccc1NC(=O)CSc1ccc(-c2ccco2)nn1 | 35.1% | 5.6% | -1.4% | -3.2% | -9.7%
CCS(=O)(=O)Nc1ccc(C(=O)CC2(O)C(=O)Nc3ccccc32)cc1 (stereo not drawn) | -25.9% | 0.1% | 0.7% | . | -12.8% | VEEV TC-83 Vero 10K pilot screen=4.3
O=C(O)/C=C/C(=O)NCc1csc2ccccc12 | 23.3% | 2.9% | 7.9% | -4.4% | -2.8%
Cc1[nH]c(-c2ccco2)nc1C(=O)O | -5.1% | 0.8% | 5.7% | -14.7% | -5.7%
CCOc1ccc(NC(=O)CSc2nnc(C3CC3)n2C)cc1 | -11.4% | 0.5% | 3.3% | 4.1% | -0.3%

For convenience, some entries already given:
SMILES | M. tuberculosis | VEEV TC-83 Vero | influenza NS1A | H37Rv inhibition | Salmonella PhoP GFP | others
Fc1ccccc1NC(=S)Nc1cccnc1 | 3.7% | 0.8% | 1.5% | -5.5% | 2.0% | VEEV TC-83 Vero 10K pilot screen=0.4
Cc1ccc(S(=O)(=O)N2CCN(C(=O)COC(=O)/C=C/c3cccc([N+](=O)[O-])c3)CC2)c(C)c1 | . | 2.4% | 0.5% | . | .
COc1ccc(C(=O)N2CCN(c3ccc(F)cc3)CC2)cc1S(=O)(=O)NC1CC1 | 13.3% | 0.7% | -12.2% | -9.3% | .
COc1ccccc1NC(=O)CSc1ccc(-c2ccco2)nn1 | 35.1% | 5.6% | -1.4% | -3.2% | -9.7%
CCS(=O)(=O)Nc1ccc(C(=O)CC2(O)C(=O)Nc3ccccc32)cc1 (stereo not drawn) | -25.9% | 0.1% | 0.7% | . | -12.8% | VEEV TC-83 Vero 10K pilot screen=4.3
O=C(O)/C=C/C(=O)NCc1csc2ccccc12 | 23.3% | 2.9% | 7.9% | -4.4% | -2.8%
Cc1[nH]c(-c2ccco2)nc1C(=O)O | -5.1% | 0.8% | 5.7% | -14.7% | -5.7%

From PubChem
